Compound activity deposited in PubChem by several laboratories.
LMPTP inh = LMPTP phosphatase inhibitors, primary screen, biochemical, fluorescence intensity, uHTS | Low molecular weight phosphotyrosine protein phosphatase (Homo sapiens), P24666 | recombinant LMPTP-A, OMFP fluorogenic substrate | inhibition, % at 20 µM | 360,000 compounds, 0.22% hits | AID 651560, 2012;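 active = compounds that cut the enzyme signal by at least half of the control window in the single-dose screen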;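 note: plate controls were DMSO wells with enzyme plus substrate for no effect and substrate without enzyme for full effect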
Target sequence (P24666 whole entry, looked up): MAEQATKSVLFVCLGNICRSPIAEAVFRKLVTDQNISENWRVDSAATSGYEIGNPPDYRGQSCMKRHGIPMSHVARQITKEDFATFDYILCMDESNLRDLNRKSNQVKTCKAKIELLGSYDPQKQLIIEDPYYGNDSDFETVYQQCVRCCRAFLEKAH
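Test system – LMPTP-A enzyme · Amount – LMPTP-A at 0.625 nM final in the reaction · Buffer or medium – Bis-Tris pH 6.0, DTT, detergent · Reagent – OMFP 400 µM · Doses – single 20 µM dose · Schedule – reaction 50 min, room temperature, dark · Detection – fluorescence intensity of OMFP turnover product · Evaluation – percent inhibition versus substrate-only and uninhibited controls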
MsrA inh = bovine MsrA enzyme inhibitors, primary screen, biochemical, absorbance, HTS; purified bovine MsrA, absorbance read-out; inhibition, % at 15.5 µM; 360,000 compounds, 0.75% hits; AID 651718, 2012; in the data active = inhibition above about 4.5%;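 note: 0% = vehicle wells with enzyme and 100% = reference inhibitor wells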
E coli Lon inh = inhibitors of E. coli Lon protease, primary screen, biochemical, fluorescence polarization | purified E. coli Lon protease | AID 602123, 2011 | 360,000 compounds, 0.42% hits | inhibition, % at 7.94 µM; in the data active = inhibition above about 13%, passing the limit was not always enough;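 note: 0% = enzyme with probe and DMSO and 100% = no enzyme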
DNMT1 block = human DNMT1 methyltransferase inhibitors, primary screen, biochemical, molecular beacon, fluorescence, HinP1I cleavage, uHTS; DNA (cytosine-5)-methyltransferase 1 (Homo sapiens), P26358; inhibition (reported as % activation of signal), % at 10 µM; 360,000 compounds, 0.83% hits; AID 588458, 2011; in the data active = inhibition above about 50%
Scp1 inh = Scp-1 phosphatase inhibitors, primary screen, biochemical, colorimetric, uHTS | Recombinant Scp1, phosphopeptide, malachite green phosphate absorbance | inhibition, % at 20 µM | Carboxy-terminal domain RNA polymerase II polypeptide A small phosphatase 1 (Homo … | 340,000 compounds, 0.88% hits;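 active = inhibition above about 50% at 20 µM, limit read from the data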;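 note: plate controls were DMSO wells with enzyme for no effect and wells lacking enzyme for full effect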
Target sequence (Q9GZU7 76-261 limits assumed): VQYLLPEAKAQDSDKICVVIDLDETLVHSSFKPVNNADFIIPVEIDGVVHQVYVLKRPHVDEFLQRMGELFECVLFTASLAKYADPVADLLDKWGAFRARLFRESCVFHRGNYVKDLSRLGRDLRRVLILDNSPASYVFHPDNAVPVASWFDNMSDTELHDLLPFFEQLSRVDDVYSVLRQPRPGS
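Test system: SCP-1 catalytic domain; Buffer or medium: Acidic Tris acetate buffer with magnesium and detergent; Also added: Phosphorylated 17-residue peptide substrate; Compound: single 20 µM dose, 1% DMSO; Schedule: enzyme reaction 45 min at room temperature, colour 5 min, stabilisation 30 min; Signal: Phosphate-binding colour reagent, absorbance read at 630 nm.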
bovine MsrA act = bovine MsrA enzyme activators, primary screen, biochemical, absorbance, HTS; Methionine sulfoxide reductase A (Bos taurus); purified bovine MsrA, absorbance read-out; activation, % at 10.6 µM; 360,000 compounds, 0.3% hits; AID 602163, 2012; in the data active = activation above about 7.5%;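 note: 0% = vehicle and 100% = reference activator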
NRP1-CendR mod = modulators of CendR peptide binding to NRP-1, primary screen, biochemical, fluorescence polarization, uHTS; 360,000 compounds, 0.85% hits; AID 602438, 2012; inhibition, % at 25 µM; FAM-RPARPAR peptide binding to NRP-1;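 active = inhibition or corrected inhibition above about 18%, plus a signal ratio from 0.5 to 1.5, limit read from the data, passing the limit was not always enough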; note: strong numbers were not always called active
SUMO1 PPI mod = modulators of SUMO1 protein-protein interactions, primary screen, biochemical, uHTS. Small ubiquitin-related modifier 1 (Homo sapiens), P63165. SUMO1 binding to a labelled peptide, TR-FRET, 1 h. inhibition, % at 20 µM. 360,000 compounds, 0.33% hits; in the data active = inhibition above about 37%
Target sequence (P63165 whole entry, looked up): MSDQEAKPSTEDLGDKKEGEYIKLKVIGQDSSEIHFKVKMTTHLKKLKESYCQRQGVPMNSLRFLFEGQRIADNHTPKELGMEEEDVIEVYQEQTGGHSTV
STEP inh = STEP phosphatase inhibitors, primary screen, biochemical, fluorescence intensity, uHTS; Tyrosine-protein phosphatase non-receptor type 5 (Homo sapiens), P54829; recombinant STEP, OMFP fluorogenic substrate; inhibition, % at 20 µM; 360,000 compounds, 0.25% hits; AID 588621, 2011;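 active = inhibition at 20 µM, scaled per plate between control wells, above about 37%, limit read from the data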;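 note: 0% = DMSO with enzyme and substrate and 100% = substrate only without enzyme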
Target sequence (P54829 whole entry, looked up): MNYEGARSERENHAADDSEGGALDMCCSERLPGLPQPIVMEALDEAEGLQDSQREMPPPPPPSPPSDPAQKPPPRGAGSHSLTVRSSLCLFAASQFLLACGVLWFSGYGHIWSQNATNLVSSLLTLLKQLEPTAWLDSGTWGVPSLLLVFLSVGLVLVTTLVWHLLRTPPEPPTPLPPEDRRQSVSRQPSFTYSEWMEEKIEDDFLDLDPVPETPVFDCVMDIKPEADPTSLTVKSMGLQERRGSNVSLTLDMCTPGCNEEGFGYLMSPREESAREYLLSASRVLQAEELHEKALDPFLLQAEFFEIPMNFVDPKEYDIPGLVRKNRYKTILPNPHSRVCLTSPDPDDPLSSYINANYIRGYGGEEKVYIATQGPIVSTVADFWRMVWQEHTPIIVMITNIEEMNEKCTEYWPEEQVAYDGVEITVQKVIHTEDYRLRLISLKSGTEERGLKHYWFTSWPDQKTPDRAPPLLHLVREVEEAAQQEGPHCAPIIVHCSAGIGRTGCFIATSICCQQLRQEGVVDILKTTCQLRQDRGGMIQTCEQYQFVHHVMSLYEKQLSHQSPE
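System: STEP (striatal-enriched tyrosine phosphatase) enzyme, cell-free; medium: Bis-Tris pH 6.0 buffer with DTT, detergent; dosing: 20 µM, 1% DMSO; times: reaction 20 min, ambient temperature; detection: fluorescence, 480/540 nm; read-out basis: normalized % inhibition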
Tb MetRS inh = T. brucei MetRS inhibitors, primary screen, biochemical, luminescence; methionyl-tRNA synthetase (Trypanosoma brucei brucei); AID 624268, 2012; purified T. brucei MetRS, ATP depletion, Kinase-Glo luminescence; inhibition, % at 11.9 µM; 360,000 compounds, 0.4% hits;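 active = inhibition above a per-plate cutoff of the control wells' mean inhibition plus 3 SD, cut at about 5.5% in these data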;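 note: 0% = DMSO wells median and 100% = median of wells with control inhibitor compound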
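Material: T. brucei methionyl-tRNA synthetase, purified; reagent: substrates ATP, L-methionine and bulk Escherichia coli tRNA; dosing: 11.9 µM single point; timing: 15 min plus 2 h at 25 °C; detection: luminescence of leftover ATP; evaluation: % inhibition; control set: DMSO-only wells as low control; replicates: singlicate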
Starred values were filed as active, the others as inactive; · = no result given. This is a random part of the collection; 4.3% or so of the library scored in one or more.

item	smiles	LMPTP inh	MsrA inh	E coli Lon inh	DNMT1 block	Scp1 inh	bovine MsrA act	NRP1-CendR mod	SUMO1 PPI mod	STEP inh	Tb MetRS inh
1	C[C@H]1CN([C@@H](C)CO)C(=O)CCCn2nncc2CO[C@@H]1CN(C)Cc1ccc(-c2ccccc2)cc1	-3.9	0.1	-9	-5	·	-4	-6	3	1	-0.9
2	Cc1ccc(Nc2nc(-c3ccc(S(=O)(=O)N4CCOCC4)cc3)cs2)cc1	-0.1	1.0	7	20	-2	-5	-1	-3	2	-0.9
3	CCOC(=O)C1C(C(=O)NN)C1C(=O)Nc1ccccc1 (stereo not drawn)	0.4	2.1	6	-2	-3	1	20	-2	1	-0.9
4	O=c1cc(O)c2ccccc2n1Cc1ccccc1Cl	0.1	0.0	-9	0	3	5	0	2	3	-0.6
5	S=C(NCCc1ccccc1)N1CCN(C(=S)NCCc2ccccc2)CC1	-2.2	-0.7	5	3	-5	-1	5	5	-1	-0.3
6	CCCn1c(N)c(Sc2ccccc2)c(=O)n(CCC)c1=O	-0.3	-1.0	-2	-3	-8	-1	-13	1	0	-0.3
7	CCCCCC(=O)N1CC2(C)CN(C(=O)CCCCC)CC(C)(C1)C2=O	-0.5	2.0	-2	1	-1	-8	4	0	-2	-1.3
8	CC1(C)CC(NC(=O)Cc2ccccc2)CC(C)(C)N1	0.7	1.1	12	0	1	-1	0	2	0	-0.5
9	CCOC(=O)C1=CCN(S(=O)(=O)c2ccccc2Br)C1c1ccc(Br)cc1 (stereo not drawn)	2.8	0.7	-1	8	·	-3	5	3	2	-1.0
10	C[C@@H]1CN([C@@H](C)CO)C(=O)c2cc(NC(=O)c3ccncc3)ccc2O[C@@H](C)CCCCO[C@@H]1CN(C)C(=O)Cc1ccccc1	-1.0	0.1	-8	4	·	-3	-1	4	-1	-0.6
11	CN(c1ccccc1)S(=O)(=O)c1ccc(NC(=O)c2ccccc2)cc1	0.4	0.6	-13	4	-8	-2	-1	1	-2	-0.2
12	COc1ccc(CCNC(=O)c2nc3ncccn3n2)cc1OC	-0.1	-0.1	-6	-5	-2	-4	-1	-7	-5	-0.6
13	COCCCNC(=O)Cn1c(=O)n(CCCCCC(=O)NCc2ccc3c(c2)OCO3)c(=O)c2sccc21	0.5	0.1	-2	2	-8	-3	-18	-3	-1	-0.1
14	FC(F)(F)c1nc2ccccc2nc1N/N=C/c1c(Cl)cccc1Cl	3.6	-0.7	-7	5	-3	4	1	-9	1	-0.7
15	CN(CC(=O)O)c1ccc(S(=O)(=O)N2CCOCC2)cc1[N+](=O)[O-]	-1.5	0.7	-8	-2	-5	-1	4	-3	-2	0.3
16	O=C(NCc1ccccc1CN1CCCC1)c1cccc(N2CCCC2=O)c1	8.4	-0.5	-26	-1	-8	-2	-15	-11	-2	-0.1
17	COc1ccc(S(=O)(=O)N/N=C(/C)c2ccncc2)c(OC)c1	0.0	0.4	-5	-1	44	-10	-1	-2	-3	-0.5
18	O=c1cc(N2CCN(Cc3ccccc3)CC2)[nH]c(=O)n1Cc1ccc(F)cc1	-1.7	1.7	2	-2	0	-7	1	1	-1	-1.5
19	O=C(Cn1cc(C(=O)C(=O)N2CCOCC2)c2ccccc21)Nc1cccc(C(F)(F)F)c1	0.3	0.8	-6	6	·	-4	4	2	-3	90*
20	CN(C)C(/C=C/Nc1ccc(F)cc1)=C(C#N)C#N	0.3	-0.9	-1	1	0	-1	9	-3	0	-0.4
21	O=C(CC(=O)N/N=C/c1ccc(O)cc1)N/N=C/c1ccc(O)cc1	-1.1	2.5	-1	0	-4	-2	-1	-8	8	0.0
22	Cc1ccc(C(=O)Nc2nc(=O)n(C(=O)CC(C)C)s2)cc1	-0.5	0.5	-14	-2	-1	-2	-15	1	-2	-0.9
23	Clc1ccc(SCc2csc(N3CCOCC3)n2)cc1	0.2	-1.2	5	-3	-7	-3	1	2	2	0.8
24	Cc1ccc(S(=O)(=O)Cc2ccc(C(=O)N3CCC(C(N)=O)CC3)o2)cc1	-0.6	-0.3	0	6	13	-11	0	5	-3	-0.7
25	CCOC(=O)C(NC(=O)CC)(Nc1ccccc1)C(F)(F)F (stereo not drawn)	0.2	0.8	-2	10	-4	2	-2	-4	-1	-0.5
26	O=C(CN1CCN(C(=O)c2ccc(-c3nc4ccccc4s3)o2)CC1)Nc1ccccc1Cl	1.1	0.8	-3	-4	-3	-4	-6	-26	2	-0.3
27	CCc1nnc(NC(=O)CSc2nnc(-c3ccc(S(=O)(=O)N(CC)CC)cc3)n2CC)s1	-1.1	0.5	-11	1	-2	2	-8	2	-1	0.3
28	CCOc1ccc(N(CC(=O)N2CCN(c3ccccc3OC)CC2)S(=O)(=O)c2ccc(F)cc2)cc1	1.0	-0.7	-10	-1	-5	4	4	4	0	0.0
29	CC(C)OC(=O)Cn1cc(C#N)c2ccccc21	-1.1	0.4	4	2	-2	-6	-1	3	-6	-1.5
30	Nc1ccn([C@@H]2O[C@H](CO)[C@@H](O)[C@@H]2O)c(=O)n1	-2.0	-0.2	-6	2	-4	-1	8	2	-3	-0.1
31	CCCCOCCCNC(=O)CN1C(=O)c2ccccc2C1=O	-0.6	-0.5	-7	-2	-16	-1	5	-5	-7	0.9
32	COc1ccc(-c2cc(C(F)(F)F)nc(N3CCCCC3)n2)cc1OC	4.1	1.2	-1	0	16	-4	6	0	0	-0.4
33	O=C(CSc1n[nH]c(-c2ccncc2)n1)NC1CCS(=O)(=O)C1 (stereo not drawn)	-0.1	-0.1	6	-3	-4	3	8	0	-3	0.2
34	COc1cc2ccccc2cc1C(=O)Nc1ccc(Cc2ccncc2)cc1	7.6	0.6	-4	-14	3	0	-10	-9	6	-0.3
35	COc1ccccc1OC(=O)c1cc(Cl)nc2ccccc12	3.0	0.3	-1	-5	-16	-4	-5	-21	-3	0.4
36	Cc1cc(OC(=O)c2ccc(S(=O)(=O)N3CCOCC3)cc2)c([N+](=O)[O-])c(=O)[nH]1	-1.5	-0.6	-6	4	-4	-6	-1	-1	1	-0.4
37	Cc1ccc(O)c(NC(=S)NC(=O)c2ccccc2Cl)c1	2.4	0.1	0	-2	-6	-2	0	2	0	0.5
38	COc1ccc(/C=N/Nc2cc(C)nc(N)n2)cc1	23	4.2	8	1	3	-1	6	-7	2	-0.5
39	CCOC(=O)CSc1nnc(-c2ccc(NS(=O)(=O)c3ccc(C)cc3)cc2)o1	1.0	1.1	-4	-6	-18	-2	6	4	0	0.4
40	COc1cccc(CN2CCN(S(=O)(=O)c3ccc(Br)cc3)CC2)c1	-0.5	0.0	6	-2	-13	-4	-8	-2	1	-0.3
41	CCN(CC(=O)Nc1ccc(NC(C)=O)cc1)C(=O)CN1C(=O)NC2(CCCC2)C1=O	0.7	-1.0	4	-1	-8	-1	-6	1	0	0.0
42	CSc1ncccc1C(=O)N(C)CC(=O)Nc1ccc(Cl)cc1	-0.2	-0.2	-1	1	4	-4	15	0	0	1.3
43	CC(OC(=O)c1cc2ccccc2cc1O)C(=O)Nc1ccc(S(N)(=O)=O)cc1 (stereo not drawn)	0.2	-0.1	-9	-12	-2	-5	2	-1	-3	-0.5
44	CCOC(=O)C1CCN(C(=O)COC(=O)/C=C/c2cccc(OC)c2OC)CC1	-0.7	-1.1	2	3	-2	-1	8	-2	7	-0.3
45	O=C(NCCc1ccco1)C(=O)NCC1CCCN1S(=O)(=O)c1ccccc1 (stereo not drawn)	1.3	3.0	-5	1	3	-7	2	4	-3	-0.5
46	N=C1CCCC1C(=S)SCCC(N)=O (stereo not drawn)	0.1	-0.3	-8	2	·	-1	-5	-24	-2	0.0
47	Cc1ccc(/C=C2\SC(=S)N(CCC(=O)Nc3ccc(O)cc3)C2=O)cc1	-1.9	-1.2	-2	-6	-1	0	3	1	0	-0.5
48	CC(C)[C@H](NC(=O)N1CCn2c1nc1ccccc12)C(=O)NCc1ccco1	-0.2	-0.3	-4	2	-6	-1	-1	7	-2	-0.4
49	CC1CN(C(=O)C2CCCCC2)C(C)CN1C(=O)C1CCCCC1 (stereo not drawn)	-1.5	-0.6	0	1	-11	0	15	1	-1	-0.5
50	Cn1nc(C(=O)Nc2cc(Cl)ccc2N2CCCC2)c2ccccc2c1=O	16	0.3	-6	-71	0	-9	-1	-14	4	-0.5
51	Cc1cc(C(=O)N2CCCC(N3CCN(c4cccc(C(F)(F)F)c4)CC3)C2)no1 (stereo not drawn)	0.3	-0.4	-15	-3	-10	-3	9	3	2	-0.1
52	Cc1nc(SCc2ccc(Cl)c(Cl)c2)ncc1C(=O)O	1.4	1.7	-9	7	7	-14	7	1	4	-1.5
53	Cc1nn2c(=O)cc(CSCC(=O)Nc3ccccc3Cl)nc2s1	-1.5	0.3	0	-1	1	-1	-1	-3	2	-0.2
54	O=C(NCCc1ccccn1)c1ccc(COc2ccccc2)o1	-1.1	-0.1	1	-5	-5	-3	-3	0	1	-0.1
55	CCOc1cc(N2CCOCC2)c(OCC)cc1NC(=O)c1ccc(C)s1	1.8	4.1	2	-2	-4	-6	-15	1	2	-0.2
56	COc1cc(-c2ccc(Nc3ccccc3C(=O)O)c(OC)c2)ccc1Nc1ccccc1C(=O)O	7.0	4.9*	1	109*	70*	-7	-103	61*	1	0.5
57	CCn1c(=O)n(CC)c2cc(N)ccc21	-0.9	0.5	0	0	-13	2	-1	-2	-2	-0.4
58	CN=C(c1ccc([N+](=O)[O-])cc1)N1CCCCC1	-0.4	-1.5	5	11	1	-10	4	-13	-4	-1.1
